High-throughput results deposited in PubChem BioAssay by Broad Institute.
E-selectin induc: E-selectin induction in HUVECs, primary screen, imaging, HUVEC, immunofluorescence imaging, single point. activation, % at 7.58 µM. hit rate 0.37% among 260,000. normalized: neutral wells 0, TNF-alpha wells 100. AID 686992, 2013;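 active means mean E-selectin-positive cell signal at least 10% of the positive control, reached in at least 60% of replicates, without over 20% cell loss; inconclusive means no rule given, readout overlaps actives, possibly toxicity-flagged; inactive means the rest, including those meeting only one limit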;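 further: in these data hits start at about 27%; measured in HUVEC primary endothelial cells; signal is the percent of cells scored E-selectin positive by PE staining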
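Material: HUVEC primary endothelial cells; Amount: 3,000 cells per well; Dosing: single concentration; Medium: EGM-2 growth medium on 0.1% gelatin-coated wells; Read-out basis: percent E-selectin-positive cells; Signal: immunofluorescence imaging; Control set: TNF-alpha, DMSO.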
SIRT5 inh: SIRT5 desuccinylase inhibitors, primary screen, biochemical, fluorescence imaging, single point, set 5; Purified SirT5, succinyl-peptide AMC, trypsin-coupled fluorescence; inhibition, % at 15 µM; hit rate 1.1% among 330,000; AID 652115, 2013; in the data active means inhibition above about 15%; inconclusive means no clear call, values can overlap the other calls
Target sequence (Q9NXA8 whole entry, looked up): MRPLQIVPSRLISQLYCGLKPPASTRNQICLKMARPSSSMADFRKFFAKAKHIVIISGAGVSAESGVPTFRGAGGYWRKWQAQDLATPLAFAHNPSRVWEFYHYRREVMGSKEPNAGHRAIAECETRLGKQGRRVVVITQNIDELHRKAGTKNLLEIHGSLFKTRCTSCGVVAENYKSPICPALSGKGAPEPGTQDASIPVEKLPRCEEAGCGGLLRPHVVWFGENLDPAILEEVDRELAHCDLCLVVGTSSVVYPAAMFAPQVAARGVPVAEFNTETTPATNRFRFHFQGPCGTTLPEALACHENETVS
ERp5 inh: inhibitors of ERp5-driven insulin aggregation, primary screen, biochemical, turbidity, absorbance 650 nm, single point. 90 min. inhibition, % at 9.99 µM. hit rate 0.05% among 350,000. AID 651711, 2012. Protein disulfide-isomerase A6 (Homo sapiens), Q15084;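 active means mean replicate inhibition above about 25%, with every replicate also reaching it, limit read from the data, passing the limit was not always enough; inconclusive means only one of those two criteria met; inactive means neither criterion met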
Target sequence (Q15084 whole entry, looked up): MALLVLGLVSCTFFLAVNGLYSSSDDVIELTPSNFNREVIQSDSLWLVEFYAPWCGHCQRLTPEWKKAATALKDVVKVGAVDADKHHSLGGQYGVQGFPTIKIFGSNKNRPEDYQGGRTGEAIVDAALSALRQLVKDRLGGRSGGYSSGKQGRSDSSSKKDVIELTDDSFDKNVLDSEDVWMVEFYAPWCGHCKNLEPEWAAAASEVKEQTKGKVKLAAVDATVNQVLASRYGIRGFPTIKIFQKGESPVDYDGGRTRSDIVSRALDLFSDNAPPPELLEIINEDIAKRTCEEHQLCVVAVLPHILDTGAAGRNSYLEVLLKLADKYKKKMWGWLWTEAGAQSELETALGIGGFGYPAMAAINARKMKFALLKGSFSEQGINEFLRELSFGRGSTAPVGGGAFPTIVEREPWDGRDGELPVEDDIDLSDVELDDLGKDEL
S100A4 MyoIIA: inhibitors of S100A4-myosin IIA peptide binding, primary screen, biochemical, fluorescence polarization, TAMRA-MyoIIA peptide; hit rate 0.14% among 360,000; AID 652163, 2013; inhibition, % at 10.7 µM; Protein S100-A4 (Homo sapiens), P26447;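 active means mean inhibition of at least 70% across replicates, with every replicate also reaching that level; inconclusive means mean inhibition reaches 70% but some replicates fall short; inactive means mean inhibition below 70%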
Target sequence (P26447 whole entry, looked up): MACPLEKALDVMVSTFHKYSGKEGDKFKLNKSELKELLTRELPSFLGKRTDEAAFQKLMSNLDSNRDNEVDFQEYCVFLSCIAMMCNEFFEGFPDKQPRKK
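assay system = human S100A4 monomer with TAMRA-labelled myosin IIA peptide | also added = labelled myosin peptide probe, 5 nM | incubation = 5 min between mix addition and reading | control set = DMSO and TFP controls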
PglD inh: C. jejuni PglD acetyltransferase inhibitors, primary screen, biochemical, DTNB colorimetric, single point; purified PglD enzyme, DTNB colorimetric CoA detection; inhibition, % at 12.5 µM; hit rate 0.098% among 360,000; in the data active means inhibition above about 16%, passing the limit was not always enough; inconclusive means no clear call, values can overlap the other calls; further: strong numbers were not always called active
Statin myotox sup: suppressors of statin myotoxicity in C2C12 myotubes, primary screen, cell-based, single point, plate reader; rescue of ATP level, % at 7.49 µM; C2C12 myotubes + simvastatin, ATP luminescence, 48 h; scaled: DMSO 0, geranylgeraniol control 100; hit rate 0.78% among 330,000;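 active means mean ATP rescue above about 67%, or every replicate alone reaching that limit, limit read from the data, passing the limit was not always enough; inconclusive means no clear call, values can overlap the other calls; inactive means mean under the limit and some replicate under it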;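 further: myotubes were challenged with 10 µM simvastatin during compound exposure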
DENV2 CPE rescue: inhibitors of DENV2 cytopathic effect, primary screen, cell-based, plate reader, single concentration. AID 651640, 2012. hit rate 1.7% among 350,000. CPE inhibition, % at 9.99 µM. DENV2-infected cells, cytopathic effect rescue; in the data active means CPE inhibition above about 20%, passing the limit was not always enough; inconclusive means no clear call, values can overlap the other calls; tested in BHK-21 cells;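 further: 0% = median of neutral control wells and 100% = median of positive control wells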
An asterisk follows results filed as active; u = inconclusive; x = not tested or not shown; & = joins results of further samples. Not all compounds are listed (hit frequency here may not be typical).

SMILES | E-selectin induc | SIRT5 inh | ERp5 inh | S100A4 MyoIIA | PglD inh | Statin myotox sup | DENV2 CPE rescue
CN(C(=O)CSc1nc2ccccc2o1)C1CCCCC1 | x | -1 | 2 | -1 | -2 | 15 | -6
COc1ccc(C)cc1CN(C)c1ccc(S(=O)(=O)N2CCN(C)CC2)cn1 | -0.1 | -2 | -8 | 4 | 1 | -2 | -16
C[C@H]1COc2cc(N(C)CCO)ccc2S(=O)(=O)N1 | 0.2 | -1 | 9 | 9 | x | x | 5
Clc1ccc(-n2nnc(-c3cccnc3Cl)n2)cn1 | -0.1 | x | 5 | -1 | 4 | 4 | u
COCCN(Cc1nc2ccccc2c(=O)[nH]1)C(=O)COc1cccc(C(C)=O)c1 | x | -5 | -5 | -2 | 1 | -15 | 1
COc1ccc(OC(=O)N(C)C[C@H]2OCc3cn(nn3)CCCC(=O)N([C@@H](C)CO)C[C@@H]2C)cc1 | -0.2 | -1&-2 | 4&-4 | -4&7 | -3&4 | 25&1 | -3&3
COc1ccc(C=CC(=O)c2ccc3cc(OC)c(OC)cc3c2)cc1OC | -0.1 | x | 10 | 5 | -5 | 14 | -5
CCN(CC)CCCNC(=O)c1cc(Nc2ccc(OC)cc2OC)nc2ccccc12 | 0.0 | -5 | -2 | -11 | 2 | -3 | -2
CCC12CC3CC(C1)CC(C(=O)NNC(N)=O)(C3)C2 | 0.1 | 1 | 3 | -2 | 3 | 106* | -1
Cc1ccccc1CNC(=O)CN1C(=O)c2ccccc2S1(=O)=O | x | 0 | 0 | -3 | x | -3 | 0
CC(=O)Nc1ccc(S(=O)(=O)Nc2nc3ccccc3nc2Nc2ccccc2)cc1 | x | -1 | 2 | 0 | x | x | 3
CN(c1ccccc1)S(=O)(=O)c1ccc(C(=O)NCc2ccccn2)cc1 | 8.0 | 1 | 1 | 3 | x | x | 2
Cc1ccc2nc3c(cc2c1)c(NC(=O)c1ccco1)nn3CC(C)C | 1.4 | -4 | 5 | -5 | x | 1 | 1
O=C(Nc1cc(F)ccc1F)N[C@H]1CC[C@H](CCn2cc(C3CC3)nn2)O[C@@H]1CO | -0.1 | -1 | -3 | -1 | 3 | 6 | 11
CC1(C)CC(=O)C=C(c2ccc(-c3ccc4[nH]ccc4c3)cc2)C1=O | 0.2 | -3 | 7 | 2 | -6 | -14 | 7
Cn1cnc(S(=O)(=O)N[C@H]2CC[C@H](CC(=O)NCC3CCCCC3)O[C@@H]2CO)c1 | 0.0 | 3 | -2 | -1 | 3 | -3 | -1
Cc1ccc2c(c1)N(C(=O)CCC(=O)N1CCC(C(N)=O)CC1)CC(C)O2 (centres undefined) | 0.1 | -2 | 4 | 5 | 3 | -2 | 6
CO[C@H]1CN(C)C(=O)c2cc(NC(=O)C3CCCC3)ccc2OC[C@@H](C)N(CC2CC2)C[C@@H]1C | -0.2 | -1 | 4 | 1 | 3 | -4 | -6
CCN(Cc1ccccc1)C(=O)Cn1c(=O)n(-c2ccc(OC)cc2OC)c(=O)c2c(C)c(C)sc21 | -0.5 | -2 | 1 | 1 | 4 | 34 | 2
Nc1nc2c(C(=O)N3CCOCC3)nnn2c2ccccc12 | -0.2 | -15 | 6 | 1 | x | -4 | -3
O=C(Cc1ccccc1[N+](=O)[O-])N1CCN(S(=O)(=O)c2ccccc2)CC1 | x | 0 | 5 | -2 | -5 | x | -1
C=CCOc1cccn2c(N(C)C(=O)c3ccc(OC)cc3)c(CC)nc12 | -0.6 | 0 | 1 | -9 | 0 | 17 | 7
C[C@H](NC(=O)c1nc[nH]c1C(=O)N[C@@H](Cc1ccccc1)C(=O)OCc1ccccc1)c1ccccc1 | -0.1 | x | 0 | 6 | -2 | -7 | -9
CC(OC(=O)c1nn(C(C)C)c(=O)c2ccccc12)C(=O)Nc1ncc(Cl)cc1Cl (centres undefined) | x | -3 | 2 | -3 | -1 | -1 | 7
CCCCOc1ccc(C(=O)NCC(=O)NCc2ccncc2)cc1 | x | -5 | -5 | 0 | 7 | 6 | 0
C[C@H](CO)N1C[C@H](C)[C@H](CN(C)C(=O)c2cccnc2)Oc2ncc(C#CCN(C)C)cc2C1=O | 2.4 | -5 | -2 | -9 | 0 | 13 | 5
C[C@@H]1CCCCO[C@@H](CN(C)C(=O)c2ccccc2)[C@@H](C)CN([C@H](C)CO)C(=O)c2cc(NC(=O)CCCCCC(=O)Nc3ccccc3N)ccc2O1 | x | -6 | 2 | 2 | 1 | x | 5
COc1cc(NC(=S)NCCCN2CCOCC2)cc(OC)c1OC | 2.7 | -3 | -1 | 37 | x | x | -13
c1ccc(-n2nnnc2-c2cccc3ccccc23)cc1 | 1.3 | -1 | 0 | 13 | x | -28 | -3
Cc1ccccc1-c1ccc([C@@H]2[C@H](CO)N3CCCCN(C(=O)Nc4cccc(F)c4)C[C@@H]23)cc1 | -0.8 | 0 | 1 | -5 | 0 | -120 | 38*
COc1ccc(F)cc1C1=CC(=O)C[C@H](c2ccc3c(c2)OCO3)C1 | 1.1 | -1 | 1 | -1 | -3 | 1 | x
COc1ccc(CN2C[C@@H](C)[C@H](OC)CN(C)C(=O)c3cc(NC(C)=O)ccc3OC[C@@H]2C)cc1 | 0.0 | -10 | 4 | 3 | -5 | -5 | 2
CC[N+]1(C)CCC(O)(c2ccc(OC)cc2)C(C(=O)c2ccc(OC)cc2)C1 (centres undefined) | -0.6 | 0 | 9 | 30 | x | x | 8
CCOC(=O)CN=C/C(C(C)=O)=C(/C)O | -0.4 | 2 | -4 | 1 | x | x | 3
Cc1ccc(CN2C(=O)c3ccccc3NC2c2cc(Br)ccc2O)cc1 (centres undefined) | 0.0 | -6 | 2 | 20 | -1 | -2 | 0
CCN1CCN(Cc2nc3c(c(=O)n(C)c(=O)n3C)n2CCc2ccccc2)CC1 | x | 2 | 10 | 25 | -6 | -12 | 11
CO[C@H]1CN(C)C(=O)c2cc(NC(=O)Nc3cc(F)ccc3F)ccc2OC[C@@H](C)NC[C@H]1C | 0.4 | -3 | -1 | 5 | 0 | -41 | -3
COc1ccc(CN2CCCC(C(=O)c3cccc(OC(C)C)c3)C2)cc1Cn1cccn1 (centres undefined) | 1.2 | -4 | -3 | -2 | 6 | -1 | -5
CCOC(=O)C1=C(COC(=O)c2ccc3ccccc3c2O)NC(=O)NC1C (centres undefined) | -0.1 | 4 | -4 | -7 | 4 | -6 | -6
CO[C@@H]1CN(C)C(=O)c2ccc(NC(=O)Nc3ccc(Cl)cc3)cc2OC[C@H](C)N(C(=O)Nc2c(C)noc2C)C[C@@H]1C | -0.2 | -1 | -5 | -2 | 1 | 3 | -2
Cc1nc(CN(C)c2ncnc3ccc(-c4ccc5c(c4)OCO5)cc23)cs1 | x | 0 | -6 | -5 | -4 | -14 | 15
O=C(Nc1nnc(CCN2CCCCC2)s1)c1cccc(Cl)c1 | x | 0 | 1 | 1 | x | x | 17
C[C@@H]1CCCCO[C@H](CN(C)C(=O)c2ccccc2)[C@@H](C)CN([C@@H](C)CO)C(=O)c2cc(NC(=O)Nc3ccc(F)cc3)ccc2O1 | 0.0 | 5 | -6 | 41 | -2 | x | 14
O=C(NCC[C@H]1CC[C@H](NS(=O)(=O)c2ccc(Cl)cc2)[C@H](CO)O1)c1ccccc1F | 0.0 | 1 | -3 | -6 | 2 | -4 | -3
C[C@@H]1CCCCO[C@H](CN(C)C(=O)Cc2ccccc2)[C@@H](C)CN([C@H](C)CO)C(=O)c2cc(NC(=O)Nc3ccc4c(c3)OCO4)ccc2O1 | -0.1 | -2 | 0 | -3 | 1 | x | 7
O=C(Nc1ccc(Oc2cccnc2)cc1)C1CCN(Cc2cccc(Cl)c2)CC1 | x | 2 | 5 | -10 | 2 | 10 | 0
Cc1ccc(-n2ccnc(SCC(=O)NCCc3ccccc3)c2=O)cc1F | 0.7 | -3 | 0 | -2 | 3 | 9 | -6
O=C(/C=C/c1ccc(O)c(O)c1)c1ccccc1O | -6.3 | 0 | 1 | 0 | -11 | x | 3

Part of the list above, with values under each structure.
Values run as follows: E-selectin induc, SIRT5 inh, ERp5 inh, S100A4 MyoIIA, PglD inh, Statin myotox sup, DENV2 CPE rescue
- O=C(Nc1ccc(Oc2cccnc2)cc1)C1CCN(Cc2cccc(Cl)c2)CC1
    x, 2, 5, -10, 2, 10, 0
- Cc1ccc(-n2ccnc(SCC(=O)NCCc3ccccc3)c2=O)cc1F
    0.7, -3, 0, -2, 3, 9, -6

Next part:
SMILES | E-selectin induc | SIRT5 inh | ERp5 inh | S100A4 MyoIIA | PglD inh | Statin myotox sup | DENV2 CPE rescue
C[C@@H]1CCCCO[C@@H](CN(C)C(=O)c2ccccc2)[C@H](C)CN([C@@H](C)CO)C(=O)c2cc(NS(=O)(=O)c3cccs3)ccc2O1 | x | -5 | 1 | 1 | -2 | 90* | 6
COc1ccccc1-c1cc(-c2ccc(O)cc2)nc(N)c1C#N | 0.6 | -7 | -2 | -6 | x | x | 8
CC1CC(=O)Nc2ccccc2N1C(=O)CN1CCN(C=O)CC1 (centres undefined) | x | 1 | 0 | 9 | x | x | -6
CC(=O)O/N=C/c1c(Cl)n(C)c2ccccc12 | x | -3 | -1 | 9 | x | x | 5
Cc1ccc(NC(=O)c2cc(-c3ccccc3O)n[nH]2)cc1C | x | -1 | 6 | -5 | -5 | -20 | 14
Cc1[nH]cnc1CN1CCc2c(c3ccccc3n2C)C1=O | 0.0 | -3 | -5 | -1 | -1 | -12 | -1
COc1ccc(NC(=O)Nc2ccc3c(c2)C(=O)N([C@H](C)CO)C[C@@H](C)[C@@H](CN(C)C(=O)NC2CCCCC2)OCCCC[C@@H](C)O3)cc1 | 0.2 | 10 | 3 | -8 | x | x | -15
O=c1[nH]cnc(CN2CCCCC2)c1O | x | x | -3 | -1 | x | x | -4

Whole records from above.
Shown for O=c1[nH]cnc(CN2CCCCC2)c1O = E-selectin induc = x; SIRT5 inh = x; ERp5 inh = -3; S100A4 MyoIIA = -1; PglD inh = x; Statin myotox sup = x; DENV2 CPE rescue = -4
Shown for COc1ccc(NC(=O)Nc2ccc3c(c2)C(=O)N([C@H](C)CO)C[C@@H](C)[C@@H](CN(C)C(=O)NC2CCCCC2)OCCCC[C@@H](C)O3)cc1 = E-selectin induc = 0.2; SIRT5 inh = 10; ERp5 inh = 3; S100A4 MyoIIA = -8; PglD inh = x; Statin myotox sup = x; DENV2 CPE rescue = -15

Individual results from above.
SIRT5 inh, C[C@@H]1CCCCO[C@@H](CN(C)C(=O)c2ccccc2)[C@H](C)CN([C@@H](C)CO)C(=O)c2cc(NS(=O)(=O)c3cccs3)ccc2O1 → -5
ERp5 inh, O=c1[nH]cnc(CN2CCCCC2)c1O → -3
